Assay outcomes as filed in PubChem.
Shiga toxin inh: inhibitors of Shiga toxin in Vero cells; Vero cells, Shiga toxin protein synthesis inhibition reporter; inhibition, % at 38.7 µM; 290,000 tested, 9.2% active; AID 2315; in the data active = inhibition mostly above about 28%, no sharp cut-off; inactive = mostly below about 43%; also: 0% is about no effect
CHX counter: counter-screen hit for Shiga toxin inhibitors, cycloheximide; cell reporter, cycloheximide protein synthesis inhibition counterscreen; max response, %; 300,000 tested, 12% active; in the data active = max response mostly above about 13%, no sharp cut-off; inactive = mostly below about 14%; also: read at 38.3 µM for the half of the compounds with a filed dose; 0% is about no effect
Pf growth 48h: inhibits P. falciparum growth in the first generation, 48 h; P. falciparum luciferase growth in erythrocytes, 48 h; Potency, µM (doses to about 28.7 µM), inactives show at the top dose activity change, negative = inhibition, usual class: inhibitors; 310,000 tested, 5.9% active; also: potency is read from the fitted curve at half-maximal effect; % is scaled to controls: 0 for no effect and ±100 for the full control effect
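First compound was added to culture medium, then infected red cells at 0.1% parasitemia and 2% hematocrit (final). After incubation at 37 C under 5% CO2, luciferase detection reagent was dispensed and light output recorded.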
LmPK inhibitor: blocks Leishmania mexicana pyruvate kinase activity | Q27686 | purified LmPK, Kinase-Glo ATP luminescence, 1 h | Potency, µM (doses to about 57.5 µM), for the others: top-dose activity change, negative = inhibition, usual class: inhibitors | 290,000 tested, 0.37% active; also: potency is read from the fitted curve at half-maximal effect; % is scaled to controls: 0 for no effect and ±100 for the full control effect
Target sequence (Q27686 whole entry, looked up): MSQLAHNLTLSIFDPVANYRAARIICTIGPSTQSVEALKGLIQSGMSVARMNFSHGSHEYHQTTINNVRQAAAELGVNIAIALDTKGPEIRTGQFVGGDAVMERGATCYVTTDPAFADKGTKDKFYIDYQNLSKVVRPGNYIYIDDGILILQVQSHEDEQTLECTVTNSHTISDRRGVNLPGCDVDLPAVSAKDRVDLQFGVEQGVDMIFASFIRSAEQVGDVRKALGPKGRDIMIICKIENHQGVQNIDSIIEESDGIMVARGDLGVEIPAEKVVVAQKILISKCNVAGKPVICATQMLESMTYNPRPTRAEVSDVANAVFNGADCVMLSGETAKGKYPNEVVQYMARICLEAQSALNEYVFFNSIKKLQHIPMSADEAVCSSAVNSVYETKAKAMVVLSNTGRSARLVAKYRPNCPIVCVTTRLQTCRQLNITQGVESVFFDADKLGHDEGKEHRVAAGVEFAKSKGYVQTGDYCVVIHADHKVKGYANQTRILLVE
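Kinase-Glo luminescence read after 1 h RT reaction of 0.1 nM LmPK with 0.5 mM PEP and 0.1 mM ADP. Activity scaled between uninhibited and enzyme-free controls.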
AMA1-RON2 inh: disrupts binding of P. falciparum AMA1 to RON2; AlphaScreen AMA1-biotinylated RON2 peptide binding; Potency, µM (titrated, usually from 58.2 µM), for the others: at the top dose activity change, negative = inhibition, usual class: inhibitors; 360,000 tested, 0.2% active; AID 720542;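 also: potency is read from the fitted curve at half-maximal effect; 0% = vehicle wells and -100% = peptide control; nearly all actives have a fitted effect of over 45% in size; some results filed as inactive show a strong effect at the top dose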
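AMA1 (3D7) with his tag at 25 nM final met compounds first, then biotinylated RON2 peptide at 25 nM; detection used donor plus acceptor beads, 10 µg/mL apiece, read by AlphaScreen after 30 min at room temperature.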
Pf growth 96h: P. falciparum growth inhibition at 96 hour, primary screen for plastid delayed-death inhibitors. P. falciparum luciferase reporter growth, 96 h. Potency, µM (top dose mostly 28.7 µM), for inactives: at the highest dose activity change, negative = inhibition, most hits filed as inhibitors. 320,000 tested, 6.9% active. AID 504834; also: potency is read from the fitted curve at half-maximal effect; % is scaled to controls: 0 for no effect and ±100 for the full control effect
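Two-generation exposure (96 h) targets delayed-death phenotype. Reporter parasites carrying integrated firefly luciferase, in red cells at 2% hematocrit and 0.05% parasitemia final, kept at 37 C, 5% CO2; luminescence loss indicates inhibition.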
Tb PYK inh: blocks Trypanosoma brucei pyruvate kinase | Q57TT1 | TbPYK enzyme, Kinase-Glo Plus ATP luminescence, 45 min | Potency, µM (titrated, usually from 76.8 µM), inactives show top-dose activity, negative = inhibition, hits mostly inhibitors | 410,000 tested, 0.12% active | AID 624173; also: potency is read from the fitted curve at half-maximal effect; % is scaled to controls: 0 for no effect and ±100 for the full control effect; nearly all actives have a fitted effect of over 50% in size
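Screened from lowest to highest concentration, compounds were pinned into TbPYK/substrate mixtures, and ADP (130 uM final) was added. Plates sat at room temperature for 45 min prior to Kinase-Glo Plus detection by luminescence.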
Starred values were filed as active, the others as inactive; ? = inconclusive; . = not tested or not shown; & = joins results of further samples; [ ] = remark or other dose. Unless noted, calls follow the shape of the dose curve; as a rule, active = well fitted curve in the direction sought with a large enough effect; inconclusive = small, poorly fitted or top-dose-only effect, or another doubt; inactive = no such curve, though single readings can be large; an effect the other way counts as inactive or inconclusive.

A first look (four entries):
SMILES	Shiga toxin inh	CHX counter	Pf growth 48h	LmPK inhibitor	AMA1-RON2 inh	Pf growth 96h	Tb PYK inh
Cc1cc(NCCN2CCOCC2)c2ccc3ccccc3c2n1	84*	23*	?	-4%	0%	2%	-2%
COc1ccc(OC2C(=O)N(Cc3ccc(F)cc3)C2c2cc(OC)c(OC)c(OC)c2)cc1 (configuration not stated)	2	7	3.7µM*	6%	-7%	25%	3%
Cc1ccc(C(=O)O)cc1S(=O)(=O)Nc1ccccc1C(=O)NC1CC1	.	.	?	.	-2%	0%	0%
COc1cc(C(=O)OCC(=O)N2CCCC2)cc2c1OCCO2	.	.	10%	.	1%	0%	-2%

All compounds of this part, from the start:
SMILES	Shiga toxin inh	CHX counter	Pf growth 48h	LmPK inhibitor	AMA1-RON2 inh	Pf growth 96h	Tb PYK inh
Cc1cc(NCCN2CCOCC2)c2ccc3ccccc3c2n1	84*	23*	?	-4%	0%	2%	-2%
COc1ccc(OC2C(=O)N(Cc3ccc(F)cc3)C2c2cc(OC)c(OC)c(OC)c2)cc1 (configuration not stated)	2	7	3.7µM*	6%	-7%	25%	3%
Cc1ccc(C(=O)O)cc1S(=O)(=O)Nc1ccccc1C(=O)NC1CC1	.	.	?	.	-2%	0%	0%
COc1cc(C(=O)OCC(=O)N2CCCC2)cc2c1OCCO2	.	.	10%	.	1%	0%	-2%
O=C(CN1C(=O)c2ccccc2C1=O)N1CCN(c2nnc(-c3ccccc3)c3ccccc23)CC1	-4	-3	14%	2%	-6%	.	5%
CCOC(=O)C(C(=O)Nc1nc2ccccc2s1)C1CCCCC1 (configuration not stated)	-11	-3	?	0%	-4%	152%	-5%
COc1ccc([C@H]2CC(=O)C=C(c3ccnc4ccc(Cl)cc34)C2)cc1	.	.	?	.	-6%	?	-6%
COC(=O)c1[nH]c2ccc(C)cc2c1NC(=O)C(C)N1CCN(C2CCCCC2)CC1 (configuration not stated)	-4	-7	?	-6%	3%	10µM*	-14%
COc1ccccc1N1CCN(C(=O)C2CCCN(S(=O)(=O)c3ccc4c(c3)oc(=O)n4C)C2)CC1 (configuration not stated)	-6	9	12µM*	2%	-1%	53%[activator]	-3%
COc1ccc2nc(NC(=O)c3cccc(N4C(=O)CCC4=O)c3)sc2c1	.	.	91%[activator]	.	-5%	44%[activator]	-1%
COc1ccc(-c2csc(NC(=O)CSc3ccc(Br)cc3)n2)c(OC)c1	-20	-10	?	0%	-16%	?	-1%
O=c1c2ccccc2nc(-c2ccccc2)n1-n1cccc1	-5	0	?	3%	9%	-15%	0%
CC(=O)c1cnc(-c2ccccc2)s1	59*	35*	56%[activator]	-3%	25%	82%[activator]	-5%
CS(=O)(=O)/C(C#N)=C/c1c(-c2ccccc2)nc2n1CCS2	-17	-1	31%[activator]	0%	0%	29%	4%
Cc1ccc(C(C)C)c(OCC(=O)Nc2ccc3c(c2)nc(CN2CCCC2)n3C)c1	13	5	.	6%	14%	13µM*	-9%
CCc1ccc(CN2CCCC(CNC(=O)c3cccc(OC)c3OC)C2)cc1 (configuration not stated)	.	-4	?	2%	-13%	?	1%
O=C(Nc1cccc(C(F)(F)F)c1)c1cncs1	12	7	-4%	-3%	1%	-1%	9%
CNc1ccc(Cl)cc1C(N)=O	2	-2	38%[activator]	2%	14%	42%[activator]	0%
CCN(CC)c1ccc2cc(C(=O)Nc3ccc(-n4cnnn4)c(OC)c3)c(=O)oc2c1	17	-2	-26%	1%	.	?	.
CC(C)(C)NC(=O)CSc1nnnn1C(C)(C)C	32*	25*	15%	-6%	22%	6%	-2%
COc1ccc(NC(=O)C2CCCN2S(=O)(=O)c2cccs2)c([N+](=O)[O-])c1 (configuration not stated)	.	.	?	.	-6%	-1%	0%
CCC(C)c1ccc(S(=O)(=O)N2CCN(CC(O)CN3CCOCC3)CC2)cc1 (configuration not stated)	.	.	-13%	.	?	-8%	1%
COc1ccc(CNC(=O)CCSCc2cccc(Cl)c2)c(OC)c1	7	8	4%	7%	0%	?	-3%
Cc1cccc(NC(=O)NNC(=O)COc2ccc(Cl)cc2)c1	-4	-1	13%	3%	14%	9%	1%
O=C(/C=C/c1ccc([N+](=O)[O-])cc1)N1CCN(Cc2ccccc2)CC1	-23	-3	7%	1%	-1%	?	-3%
COc1ccc(NC(=O)CC2CCCC2)cc1OC	-5	15	0%	-4%	-9%	-16%	-1%
O=C(Oc1ccc(-c2nnco2)cc1)N1CCOCC1	-3	-7	11%	-3%	13%	.	-2%
Cc1cccc(C)c1OCC(=O)NNC(=O)Nc1ccc(Cl)cc1	-13	2	.	1%	64%[activator]	30%	1%
O=C(CSc1nnc(SCc2cccc3ccccc23)s1)N/N=C/c1c[nH]c2ccccc12	33	2	2%	-2%	5%	-21%	3%
Cc1cccc(NC(=O)CSc2nc(COc3ccccc3)nc3ccccc23)c1C	-13	-2	?	0%	6%	-5%	2%
COc1ccc(OCC(=O)Nc2cccc(C(=O)Nc3ccccc3C(=O)O)c2)cc1	-11	-5	15%	-1%	-2%	0%	-14%
CCCCN(CCCNC(=O)C1CCCN(S(=O)(=O)CC)C1)Cc1ccccc1 (configuration not stated)	-15	-1	1%	-1%	0%	-10%	1%
Cc1oc2ccc(O)c(CN(C)C)c2c1C(=O)c1ccccc1	7	1	-4%	0%	-4%	-11%	11%
CC(C)NC(=O)/C(C#N)=C/c1ccc(N(C)C)o1	60*	16*	74%[activator]	0%	-18%	135%[activator]	-14%
CCCCCn1c(=O)c(C(=O)OCC)c(O)c2ccccc21	-24	1	6%	4%	-3%	.	-9%
O=C(c1ccccc1)c1ccccc1C(=O)c1ccccc1	-6&5	1&-2	?	9%&4%	3%&-1%	?	-10%&-6%
CCOc1ccc(C2C(C(=O)OC)=CN(CCOC)C=C2C(=O)OC)cc1	-3	-2	?	-1%	4%	?	-1%
CC(C)Oc1ccc(N2CC(C(=O)OCC(=O)NCc3ccccc3)CC2=O)cc1 (configuration not stated)	-15	-3	3%	-1%	-3%	25%	1%
COc1ccc(Cl)cc1N1CCN(CCNC(=O)Nc2ccccc2C)CC1	6	0	?	4%	-14%	32%[activator]	-10%
O=C(CN(c1ccc([N+](=O)[O-])cc1)S(=O)(=O)c1ccccc1)N1CCCCC1	-1	-1	5%	1%	-2%	?	-4%
Cc1ccccc1C(=O)NCC(=O)NNC(=O)CCN1CCN(c2ccccc2)CC1	-10	-3	0%	-3%	28%	-2%	-9%
O=C(CNC(=O)c1ccccc1O)N/N=C/c1cc(Br)ccc1OC(=O)/C=C/c1ccco1	26	6	?	26%	18%	8.3µM*	-3%
CC(C)[C@H](NC(=O)N1c2ccccc2NC(=O)[C@@H]1C(C)C)C(=O)N1CCC[C@H]1C(=O)O	3	0	7%	-9%	4%	53%[activator]	-4%
CCOC(=O)c1[nH]c(C)c(C(=O)Nc2ccc(C)c(C)c2)c1C	13	15*	.	8%	-4%	5.9µM*	-2%
Cc1cc(C)c2c(CC(=O)NCc3ccco3)coc2c1	16	9	8%	3%	-10%	1µM*	-14%
COc1nc(N(C#N)CC(N)=O)nc(N2CCCC2)n1	-16	-2	0%	-4%	5%	0%	7%
CCOC(=O)c1ccc(NC(=S)N2CCC(O)CC2)cc1	66	39*	73%[activator]	2%	-4%	14%	-12%
OC(COc1ccccc1CNCc1cccnc1)CN1CCc2ccccc2C1 (configuration not stated)	1	-2	?	6%	-9%	3%	-1%
COc1ccc([C@]2(C(C)C)ON(c3ccccc3C(F)(F)F)C2=O)cc1	.	.	1µM*	.	23%	2.1µM*	-1%
O=C(C1=C(O)C(=O)N(CC2CCCO2)C1c1cccc(Cl)c1)c1ccco1 (configuration not stated)	-4	-2	27%	6%	0%	34%	0%
Cc1ccc(Nc2nc(C)cc(C)c2C(N)=O)cc1	-9	-5	.	-3%	8%	?	3%
COc1ccc(CNC(=O)c2cc3ccccc3o2)cc1OC	.	9	-8%	-1%	11%	13µM*	-15%
CSCC[C@H](NS(=O)(=O)c1ccc(C)cc1)C(=O)N1CCC(C(=O)N[C@@H](Cc2ccc(O)cc2)C(=O)O)CC1	-7	-1	13%	0%	10%	3%	3%
CCCCC(=O)Nc1nnc(SCC(=O)NCC2CCCO2)s1 (configuration not stated)	.	.	9%	.	1%	0%	-6%
Cc1oc2cc(O)cc(O)c2c(=O)c1-c1ccc2c(c1)OCCCO2	116*	34*	103%[activator]	4%	-1%	.	-8%
COC(=O)/C(=C/N(C)C)C(=O)N1CCN(c2ccc(Cl)c(Cl)c2)CC1	-10	1	11%	2%	-1%	37%[activator]	-11%
CCCCN(C)C(=O)Cc1c(OC)ccc2cc(Br)ccc12	4	1	?	2%	8%	?	-31%
O=C1CCCCC1C(Nc1ccc(Cl)cc1)c1ccccc1 (configuration not stated)	27	7	-7%	0%	-9%	.	-11%
O=C(N/N=C/c1c(F)c(F)c(F)c(F)c1F)c1cc(-c2ccccc2)nc2ccccc12	0	-2	.	-9%	0%	5%	-3%
FC(F)(F)c1ccc(C2[C@H]3CN(CC4CCCCC4)[C@H](c4ccccc4)C34CC2(c2cccnc2)C4)cc1 (some centres not stated)	-8	-3	3.3µM*	10%	-17%	3.3µM*	0%

Continued.
SMILES	Shiga toxin inh	CHX counter	Pf growth 48h	LmPK inhibitor	AMA1-RON2 inh	Pf growth 96h	Tb PYK inh
O=C(c1ccccc1)c1cncc(Br)c1	-4	-4	-17%	-5%	4%	43%[activator]	0%
CC(=O)N(Nc1ccccc1)c1ccccc1	-7	-7	8%	3%	-1%	365%[activator]	0%
CCCNC(=O)N1CCN(C(c2ccccc2)c2ccccc2)CC1	-25	2	?	-9%	-7%	303%[activator]	9%
CNC(=O)C(=O)NCC(c1cccs1)S(=O)(=O)c1ccc(C)cc1 (configuration not stated)	-3	-3	20%	8%	7%	17%	7%
S=C(NCc1cccs1)Nc1ccc(Cl)cc1	13	14	9%	3%	0%	44%[activator]	2%
CCOC(=O)C1(Cc2ccccc2)CCCN(Cc2ccccn2)C1 (configuration not stated)	22	-5	7%	-2%	-3%	-93%	-8%
CCOC(=O)c1c(-c2ccccc2)oc2cc(Br)c(O)cc12	-8	-1	?	5%	10%	2%	2%
O=C(CSc1nc2ncccc2[nH]1)NC1CCCC1	-2	-2	1%	-3%	-8%	?	-9%
Cc1ccc(S(=O)(=O)N2CCCC2)cc1C(=O)NCc1ccccn1	-4	0	?	-6%	0%	8%	-11%
CCOc1ccc(C(=O)NCc2cccs2)cc1	83*	14	17%	-1%	-6%	0.66µM*	-2%
COC(=O)c1ccc(N2CCOCC2)c(NC(=O)c2ccc3c(c2)OCO3)c1	-2	-2	-2%	0%	17%	0%	0%
CNC(=O)N(O)C1N(/N=C/c2ccccc2O)C(=S)SC1(C)C (configuration not stated)	28	15*	-9%	7%	84%[activator]	63%[activator]	1%
Cc1nc(SCC(=O)N2CCC(Cc3ccccc3)CC2)[nH]c(=O)c1C	.	.	-16%	.	-1%	?	-1%
CC(=O)O/N=C/c1c(C)c(C=O)n2ccccc12	-21	0	21%	-2%	-14%	14%	3%
CC(C)CN1CCC(=O)N([C@H](CSc2ccc(Br)cc2)Cc2ccccc2)CC1	-5	-2	?	-3%	-8%	?	4%
CCOC(=O)c1cccc(NC(=O)CCc2c(C)nc3ncnn3c2C)c1	-6	-4	2%	2%	26%	23%	0%
